GLP1R inv ag: qHTS of GLP-1 Receptor Inverse Agonists (Inhibition Mode); Glucagon-like peptide 1 receptor (Homo sapiens), P43220; HEK293 GLP-1R CRE-luciferase, luminescence, 24 h; GLP-1R form is constitutively active; Potency, µM (doses to about 38.3 µM), without a hit: at the highest dose activity change, negative = inhibition, usual class: inhibitors; actives 1.6% (n = 410,000); AID 624417, 2012; note: potency is the fitted concentration of half-maximal effect; % is set by controls: 0 for no effect and ±100 for the full control effect; nearly all actives have a fitted effect of over 55% in size
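qHTS in 1536-well format: reporter HEK293 cells expressing constitutive GLP-1R activity in DMEM + 10% Nu serum, 24 hr with compounds at 37 deg C, luminescence read after 12 min with detection reagent.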
PI5P4Ka inh: qHTS for Inhibitors of phosphatidylinositol 5-phosphate 4-kinase (PI5P4K); PI5P4Kalpha enzyme, ADP-Glo luminescence, 60 min; hits give low values; actives 1.2% (n = 330,000); AID 652105, 2013; max response, %; Phosphatidylinositol 5-phosphate 4-kinase type-2 alpha (Homo sapiens), P48426; active = max response of -50% or lower; inconclusive = between -30% and -50%; inactive = -30% or higher; note: value at the top dose of about 77 µM; % is set by controls: 0 for no effect and ±100 for the full control effect
Target sequence (P48426 whole entry, looked up): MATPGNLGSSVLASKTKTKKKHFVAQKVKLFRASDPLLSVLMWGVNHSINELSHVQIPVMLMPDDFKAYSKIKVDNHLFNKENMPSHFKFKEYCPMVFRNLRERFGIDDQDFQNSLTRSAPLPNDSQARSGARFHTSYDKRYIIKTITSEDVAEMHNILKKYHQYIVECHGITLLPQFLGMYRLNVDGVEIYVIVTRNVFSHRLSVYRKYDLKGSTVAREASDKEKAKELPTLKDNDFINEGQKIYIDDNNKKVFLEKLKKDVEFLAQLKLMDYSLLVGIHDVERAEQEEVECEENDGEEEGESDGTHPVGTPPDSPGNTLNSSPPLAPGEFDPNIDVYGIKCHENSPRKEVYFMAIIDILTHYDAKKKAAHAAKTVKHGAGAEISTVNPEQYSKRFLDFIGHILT
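Enzyme plus substrate dispensed, test compounds pinned in, then ATP (5 microM final) added. After 60 min at RT, ADP-Glo reagent 1 for 45 min and reagent 2 for 30 min preceded luminescence imaging.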
GLP1R ag: qHTS of GLP-1 Receptor Agonists. actives 0.007% (n = 380,000). HEK293 GLP-1R CRE-luciferase, luminescence, 4-6 h; cells express a hypersensitive GLP-1R form. Potency, µM (titrated, usually from 45.6 µM), inactives show top-dose activation, most hits filed as activators. AID 624172, 2012; note: potency is the fitted concentration of half-maximal effect; % of control where 0% means no effect
WRN inhibitor: qHTS for Inhibitors of WRN Helicase. actives 0.46% (n = 360,000). Bifunctional 3'-5' exonuclease/ATP-dependent helicase WRN (Homo sapiens), Q14191. WRN helicase unwinding, fluorescent forked duplex, kinetic. AID 651768, 2012. Potency, µM (series often up to 114 µM), for inactives: at the highest dose activity change, negative = inhibition, actives largely listed as inhibitors; note: potency is the fitted concentration of half-maximal effect; % is set by controls: 0 for no effect and ±100 for the full control effect; nearly all actives have a fitted effect of over 55% in size
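Kinetic red-fluorescence monitoring (525/598 nm) tracks WRN helicase activity after 100 nM fluorophore-quencher forked duplex and 2 mM ATP are added to 20 nM enzyme pretreated 15 min at room temperature with compound.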
IL-2 act: qHTS of IL-2 Activators | IL-2 activation reporter assay, cell-based qHTS; stimulated with anti-CD3/CD4/CD28 beads; in transgenic mouse T cells | activation, % (series mostly up to about 46 µM) | actives 0.065% (n = 360,000) | AID 652025, 2013; in the data active = activation above about 50%; inconclusive = mostly about 30% to 49%; note: 0% is about no effect
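Screening format: compound pinned onto unstimulated transgenic mouse T cells, 60 min incubation, then anti-CD3/anti-CD4/anti-CD28 bead stimulation for 18 hours at 37 degrees C, followed by EGFP and DsRed detection.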
DRD3 antagonist: qHTS of D3 Dopamine Receptor Antagonist: qHTS | D(3) dopamine receptor (Homo sapiens), P35462 | max response, negative = inhibition, % | actives 2.5% (n = 360,000) | D3R cells, DiscoveRx beta-arrestin luminescence, antagonist mode; hits give low values; in the data active = max response below about -50%; inconclusive = no clear call, values can overlap the other calls; note: % is set by controls: 0 for no effect and ±100 for the full control effect; mostly tested at two doses, the higher about 12 µM
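Cells plated overnight at 1500 cells/well, then exposed to library compounds with dopamine controls for 90 minutes at 37 degrees C. DiscoveRx reagent added for 30–60 minutes at room temperature; luminescence read, quantitative HTS format.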
GLP1R cytotox: qHTS of GLP-1 Receptor Inverse Agonists: Cytotox Screen. Potency, µM (titrated, usually from 38.3 µM), for the others: at the highest dose activity change, negative = inhibition, actives largely listed as inhibitors. actives 0.13% (n = 410,000). HEK293 cAMP-luciferase reporter cells, luminescence, 24 h;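 note: loss of luciferase light is scored as toxicity; potency is the fitted concentration of half-maximal effect; % is set by controls: 0 for no effect and ±100 for the full control effect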
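Quantitative HTS format, 1536 wells, 200 cells/uL seeded. Compounds: 23 nL, 24 h, 37 °C. Detection: luciferase reagent, luminescence at 12 min RT; decreased signal taken as cytotoxic.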
PLK1 PBD block: qHTS for Inhibitors of PLK1-PDB (polo-like kinase 1 - polo-box domain): Primary Screen | Plk1 PBD binding of FITC phosphopeptide, fluorescence polarization | Potency, µM, for inactives: max response, negative = inhibition, actives largely listed as inhibitors | actives 2.8% (n = 360,000) | AID 720504, 2013; note: potency is the fitted concentration of half-maximal effect; series mostly up to about 57 µM; % is set by controls: 0 for no effect and ±100 for the full control effect; nearly all actives have a fitted effect of over 65% in size
Target sequence (P53350 whole entry, looked up, the tested form may be a part): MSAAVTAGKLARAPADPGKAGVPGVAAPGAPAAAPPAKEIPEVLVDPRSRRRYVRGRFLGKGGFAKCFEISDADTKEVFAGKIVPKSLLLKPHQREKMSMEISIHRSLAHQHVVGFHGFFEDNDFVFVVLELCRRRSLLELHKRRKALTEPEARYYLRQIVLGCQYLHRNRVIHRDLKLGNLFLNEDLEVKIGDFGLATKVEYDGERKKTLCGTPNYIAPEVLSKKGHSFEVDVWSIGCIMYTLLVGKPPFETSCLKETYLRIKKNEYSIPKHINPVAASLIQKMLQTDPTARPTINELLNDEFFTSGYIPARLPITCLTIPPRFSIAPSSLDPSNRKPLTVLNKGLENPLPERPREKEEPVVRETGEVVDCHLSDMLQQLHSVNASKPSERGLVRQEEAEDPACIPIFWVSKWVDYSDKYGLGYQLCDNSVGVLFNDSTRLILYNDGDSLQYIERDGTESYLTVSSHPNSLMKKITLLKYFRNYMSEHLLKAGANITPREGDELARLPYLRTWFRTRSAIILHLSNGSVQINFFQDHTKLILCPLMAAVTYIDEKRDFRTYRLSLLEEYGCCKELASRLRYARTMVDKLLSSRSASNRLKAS
DRD3 agonist: qHTS of D3 Dopamine Receptor Agonist: qHTS; max activation, %; actives 0.58% (n = 410,000); D3R DiscoveRx beta-arrestin cells, luminescence, 90 min; D(3) dopamine receptor (Homo sapiens), P35462; in the data active = max activation above about 30%; note: 0% is about no effect; mostly tested at two doses, the higher about 12 µM
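Cells at 1500/well, incubated overnight, then treated with pinned compounds (dopamine as control) for 90 min at 37 degrees C. DiscoveRx reagent added for 30 - 60 minutes at room temperature; luminescence read.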
* marks the source's active call; other numbers are inactive results; ? = inconclusive; / = no result given; & = joins results of further samples; [ ] = another dose, or the depositor's remark. Unless noted, calls come from the whole dose curve; as a rule, active = well fitted curve in the direction sought with a large enough effect; inconclusive = small, poorly fitted or top-dose-only effect, or another doubt; inactive = no such curve, though single readings can be large; an effect the other way counts as inactive or inconclusive.

SMILES	GLP1R inv ag	PI5P4Ka inh	GLP1R ag	WRN inhibitor	IL-2 act	DRD3 antagonist	GLP1R cytotox	PLK1 PBD block	DRD3 agonist
O=C(OCC(=O)N1CCOCC1)c1ccccc1OCc1ccccc1	8%	-4	3%	3%	0.9	0	-3%	-3%	2
CS(=O)(=O)N(CC(=O)N1CCc2ccccc2C1)c1ccccc1Br	-22%	3	10%	6%	0.0	?	3%	-3%	-25
COc1ccc(C(=O)NC[C@H]2O[C@@H](n3cnc4c(N)ncnc43)[C@H](O)[C@@H]2O)cc1OC	18%	1	-5%	3%	0.7	-4	2%	-13%	-6
O=C(/C=C/c1ccc(Cl)cc1)N1CCN(Cc2ccccc2)CC1	?	5	6%	-10%	-3.5	?	-21%	0%	-26
COc1cc(OC)cc(C(=O)N[C@H](C(=O)OCC(=O)Nc2cccc(F)c2)C(C)C)c1	-17%	-2	-3%	-2%	2.5	8	-6%	-4%	4
CCN1CCN(C(=O)c2ccccc2N(Cc2ccccc2)S(=O)(=O)c2ccc(C)cc2)CC1	-17%	-3	1%	-5%	-2.0	-52*	-13%	-2%	-3
COc1ccc(CCNC(=O)CN(c2ccccc2OC)S(=O)(=O)c2ccc(C)cc2)cc1	?	3	2%&-1%	1%	-3.8	16	7%&1%	-12%	4&-2
CSc1cccc(NS(=O)(=O)c2cc(Br)cnc2N)c1	-3%	1	-3%	4%	-0.6	?	5%	3%	-7
O=C(NCc1ccccc1F)c1cccc(S(=O)(=O)N2CCCCCC2)c1	?	-2	12%	1%	-0.4	-6	-7%	-3%	3
O=C(COC(=O)c1ccco1)NC1CCCc2ccccc21 (stereo unspecified)	-14%	0	8%	0%	-0.2	3	-9%	-6%	-2
CN(CC(=O)NC1CCCc2ccccc21)S(=O)(=O)c1cccs1 (stereo unspecified)	10%	3	3%	-19%[57.1 µM]	1.8	3	72%[activator]	-2%	-1
Cc1cc2nc(CN(C)C(=O)C3CCC(=O)N(C4CCCC4)C3)[nH]c2cc1C (stereo unspecified)	0%	1	0%	-3%	0.7	14	-10%	3%	1
CN1c2ccc([N+](=O)[O-])cc2C(C)(C)C12C=Cc1cc(C(=O)O)ccc1O2 (stereo unspecified)	0%	-24	0%	-14%	0.7	-13	-25%	-24%	-1
CCOc1ccccc1NC(=O)CCN(c1ccc(C)cc1)S(=O)(=O)c1ccccc1	11µM*	1	5%	-4%	-4.8	?	12%	-6%	-17
N/C(=N\OC(=O)c1ccc(Cl)c([N+](=O)[O-])c1)c1ccccn1	19%	-2	10%	1%	-1.2	?	-10%	-12%	0
CC(/C=C/c1ccccc1)=N/NC(=O)Cn1nnc(N)n1	7%	7	-1%	1%	-1.5	10	0%	3%	14
CC(C)N(Cc1nccn1C)C(=O)c1cc(COc2cccc(C(F)(F)F)c2)on1	?	-3	1%	0%[57.1 µM]	-1.8	9	6%	3%	-1
CCc1ccc(NC(=O)Cn2nnc(C(=O)NCc3ccc4c(c3)OCO4)c2N)cc1	9%	1	0%	9%	-0.9	-3	-12%	-7%	-1
O=C(Cn1nc(Cc2cccnc2)c2ccccc2c1=O)N1CCN(C(=O)c2ccco2)CC1	-3%	1	-2%	-5%	-0.8	-21	2%	-6%	-2
O=C(c1ccc(Cl)c([N+](=O)[O-])c1)N1CCN(c2ccccn2)CC1	25%	-7	3%	-1%	-0.6	-12	-18%	0%	4
COC(=O)C1=C(C)NC=C([N+](=O)[O-])C1c1ccc(OC)cc1 (stereo unspecified)	16%	4	21%	-5%	-1.5	6	-21%	3%	7
Cc1ccc(C(=O)Nc2ccccc2C(=O)O)cc1S(=O)(=O)Nc1ccccc1	38%[activator]	-19	0%	-13%	-0.3	93	-4%	-16%	29
Cc1cc(NC(=O)COc2cccnc2[N+](=O)[O-])no1	-6%[7.66 µM]	-4	0%	0%	0.1	8	-4%[7.66 µM]	1%	1
COc1ccc(NS(=O)(=O)c2cc(N/C(=N\S(=O)(=O)c3ccccc3)c3ccc(F)cc3)ccc2Cl)cc1	?	-8	0%	-5%	0.1	-3	?	3%	-4
C[C@@H](NS(=O)(=O)c1ccc(Br)cc1F)[C@@H](O)c1ccccc1	2%	1	20%	-4%	2.0	12	-1%	-3%	2
CN(CC(=O)Nc1ccc2c(c1)CCC2)CC(=O)Nc1ccccc1Br	?	-28	3%	-5%	-0.6	9	3%	6.7µM*	3
C=CCNc1ncnc2c1ncn2[C@H]1CN(C2CCCC2)C[C@@H](CO)O1	1%	-4	3%	-4%	0.1	34	-13%	0%	7
COc1ccc(-c2nc(CN3CCC(C(=O)NC4CCCC4)CC3)c(C)o2)cc1OC	-19%	3	-2%	-3%[57.1 µM]	4.3	3	-15%	-1%	29
COc1ccc(OC)c(NC(=O)COC(=O)CCCN=C2NS(=O)(=O)c3ccccc32)c1	20%	11	-2%	0%	1.1	17	5%	7%	-2
CCOc1cc(N2CCOCC2)c(OCC)cc1NC(=O)[C@H](C)NC(=O)c1ccco1	3%	-2	2%	-2%	0.5	-2	15%	-8%	-7
CCCCCn1c(CNC(=O)c2cccs2)nc2ccccc21	?	/	19%	-14%[57.1 µM]	-3.6	?	?	0%	-28
CCCC1=Nc2cc(C(=O)NCCCOCC)ccc2Sc2ccccc21	-67%	10	8%	-36%	-0.8	-17	-10%	-17%	-10
COc1ccc(N2CCN(CCCNC(=S)Nc3c(C)cccc3C)CC2)cc1	?	-1	10%	0%	2.1	-18	-1%	-5%	-22
COc1cccc(C(=O)N2CCC[C@@H]2C(=O)N2CCC[C@H]2C(=O)NCc2ccncc2)c1	6%	3	?	1%	-1.1	24	-4%	2%	4
CCc1cccc(OCC(=O)Nc2cc(S(=O)(=O)N3CCOCC3)ccc2N2CCCC2)c1	?	7	7%	-1%	-4.8	0	-13%	2%	8
N#Cc1cccc(C(=O)OCC(=O)NC(=O)NC2CCCCC2)c1	25%	-4	11%	1%	-1.4	-1	2%	-14%	0
CCOC(=O)C(Cc1ccc(NC(=O)/C(=C\c2ccccc2)NC(=O)c2ccccc2)cc1)N1C(=O)c2ccccc2C1=O (stereo unspecified)	0%	-6	-3%	-9%	-0.8	43	-17%	-3%	3
Cc1cccc2cc(CN(Cc3ccco3)C(=O)NC3CCCCC3)c(=O)[nH]c12	-25%	2	4%	1%	-2.7	17	-4%	-9%	-6
CC1(C(=O)NS(=O)(=O)c2ccc(C#N)cc2)CCN1C(=O)C1(c2ccccc2)CCCC1 (stereo unspecified)	-4%	1	-5%	0%	0.8	16	0%	-4%	1
COc1cc(C2C3=C(COC3=O)Oc3cc4c(cc32)OCO4)ccc1OC(C)=O (stereo unspecified)	?	1	3%	5%	-0.9	1	-41%	3%	7
O=C(NCc1ccccc1)C(=O)NCC1OCCN1S(=O)(=O)c1ccc2c(c1)OCCO2 (stereo unspecified)	1%	-6	-5%	4%	-2.7	-10	4%	-4%	-7
CC1(C(=O)NCC2CCCO2)Oc2cccnc2NC1=O (stereo unspecified)	27%	-3	-1%	0%	0.0	-2	10%	-4%	7
Cc1cc(NC(=O)CCC(=O)N(Cc2ccco2)C(C(=O)NC2CCCCC2)c2cccs2)no1 (stereo unspecified)	2%	-9	4%	-4%	-2.2	7	-3%	4%	0
Cc1ccc(NC(=O)CN(C)C(=O)c2cccc(S(=O)(=O)N3CCc4ccccc4C3)c2)cc1	-9%	3	7%	1%	1.1	6	5%	-12%	0
Cc1onc(-c2ccccc2)c1C(=O)Nc1cc(C(F)(F)F)ccc1N1CCOCC1	?	16	18%	-2%	-1.5	-12	-18%	-1%	-12
Cc1cc(C)c(S(=O)(=O)NC2CCN(Cc3ccccc3)CC2)c(C)c1	?	1	13%	-5%	-0.4	-14	-8%	4%	-15
O=C(NCCN1CCOCC1)c1cc2sccc2n1Cc1ccc(Cl)cc1	?	/	4%	-8%	-0.3	-96*	1%	-14%	-34
CSc1ccc(NC(=O)Nc2cc(C)ccn2)cc1	-6%	-13	-1%	1%	-0.5	-4	16%	-5%	8
c1ccc(-c2ccccc2OCCCN2CCCC2)cc1	?	-4	-1%	-12%	-5.5	-71*	-1%	-1%	-35
O=c1cc(-c2ccccc2)nc2nc(SCc3ccccc3)[nH]n12	0%	?	-7%	-19%	-2.6	?	-7%	-18%	-4
COc1ccc(C(=O)OCC(=O)N2CCc3ccccc3C2)cc1OC	21%	2	16%	-15%	-5.0	-9	4%	2%	5
COc1cc(NC(=O)c2ccc(NC3=NC4CS(=O)(=O)CC4S3)cc2)cc(OC)c1 (stereo unspecified)	-6%	-4	3%	3%	-0.9	-3	6%	-14%	2
CCOc1ccc(N(CC(=O)NC2CCCC2)C(=O)CCC(=O)Nc2ccccn2)cc1	4%	-1	-4%	-5%	-0.5	-24	0%	5%	-3
Cc1ccccc1-n1c(C)nnc1SCC(=O)N1CC(=O)Nc2ccccc21	-21%	/	-6%	-3%	1.3	-4	2%	-10%	-1
Cc1ccc(S(=O)(=O)N(Cc2cc3cccc(C)c3[nH]c2=O)c2ccccc2)cc1	0%	7	-6%	-9%	0.2	59	-2%	1%	10

Copied from the list:
IL-2 act, Cc1ccc(NC(=O)CN(C)C(=O)c2cccc(S(=O)(=O)N3CCc4ccccc4C3)c2)cc1 → 1.1
DRD3 agonist, O=C(NCCN1CCOCC1)c1cc2sccc2n1Cc1ccc(Cl)cc1 → -34

Hits appear at their usual frequency; about 7.8% have a hit in one of these screens.
